PL biosyn Enam: blocks phospholipid synthesis in CHO cells, Enamine compounds | ZR-82 CHO cells, pyrene fatty acid UV survival, CellTiter Blue; peroxisome-deficient CHO-K1 mutant line; plus DGAT-1, DGAT-2 and ACAT inhibitors | calls only at 10 µM | hit rate 0.4% among 20,000;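 active = cell survival signal 2 SD away from solvent-only control wells, confirmed on one or two retests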;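 also: 3 h compound exposure then viability read about one day after UV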
Calls only; i = inactive; + = active, no number.

SMILES	PL biosyn Enam
CCSc1nnc(SCC(=O)NC(=O)NC2CCCC2)s1	i
Oc1ccccc1N1CCN(Cn2c(=S)n(-c3ccccc3)c3ccccc32)CC1	i
CCOC(=O)c1sc2nc(C(C)OC(=O)CCc3c(C)noc3C)[nH]c(=O)c2c1C (stereo not given)	i
CC(C)CNC(=O)NC(=O)CN1CCN(C(=O)C2CC2)CC1	i
CN=c1scc(-c2cc3ccccc3o2)n1/N=C/c1c(OC)ccc2ccccc12	i
CCN1C/C(=C/c2cc(C)n(C3CC3)c2C)C(=O)/C(=C\c2cc(C)n(C3CC3)c2C)C1	i
O=C1Oc2c(Br)cc(Br)cc2C2c3sc(=O)[nH]c3SC(c3ccc(F)cc3)C12 (stereo not given)	i
COc1ccc(OC)c(/C(C)=N/N=C(N)N)c1	i
COCC(=O)N/N=C(\C)CC(=O)N1CCCC1	i
c1ccn2cc(CSC3=NCCS3)nc2c1	i
Clc1cnc(Oc2ccc(Br)cc2)c(Cl)c1	i
CN1CCC2(CC1)NC(=O)N(CN1CCN(S(=O)(=O)c3ccc4c(c3)CCC4)CC1)C2=O	i
CCN(CC)CC12CC3CC(C)(CC(C)(C3)C1)C2	i
CN=c1scc(-c2cccc(Br)c2)n1/N=C/c1ccccc1F	i
O=c1[nH]c(CSc2nnc3n2CCCCC3)nc2c(Br)cc(Br)cc12	i
CSc1nnc(SCC(=O)NC(=O)NC2CCCC2)s1	i
Cc1ccsc1/C=N/N1CCOCC1	i
CCn1c(O)c(C=NCC(=O)NC)c(=O)n(CC)c1=S	i
CN1/C(=C\P(=NS(=O)(=O)c2ccc(Cl)cc2)(OC2CCCC2)c2ccccc2)C(C)(C)c2ccccc21 (stereo not given)	i
Nc1c(C(=O)CSc2nnc(C3CC3)n2C2CC2)c(=O)[nH]c(=O)n1C1CC1	i
Cc1csc(=O)n1CCC(=O)OC(C)C(N)=O (stereo not given)	i
O=C1CN(NC(=O)Nc2ccc(Cl)c(Cl)c2)C(=O)N1	i
c1ccc(-c2csc3ncn4nnnc4c23)cc1	i
Fc1ccc(NC(=S)NN(c2ccccc2)c2ccccc2)c(F)c1	i
Cc1cc(C(=O)CSc2nnc(-c3cccs3)n2C2CC2)c(C)s1	i
O=C(CC(=O)N/N=C/c1ccc(Br)o1)N/N=C/c1ccc(Br)o1	i
O=C(CCC1CCCCC1)Nc1nccs1	i
CC12CCC(C/C1=N/N=C/c1cc3c(cc1[N+](=O)[O-])OCO3)C2(C)C (stereo not given)	i
CCOC(=O)C1=C(CSc2ncnc3sc4c(c23)CCC4)NC(=O)NC1C (stereo not given)	i
COc1ccc(S(=O)(=O)N2CCN(C)CC2)cc1OC	i
Clc1cccc(CSc2nnc(-c3ccc4c(c3)OCO4)o2)c1	i
Clc1ccc(C2=CC(c3ccccc3Cl)n3ncnc3N2)cc1 (stereo not given)	i
CCOC(=O)c1c(C)[nH]c(C(=O)n2[nH]c(C)cc2=O)c1C	i
Nc1ccc(S(=O)(=O)C(F)(F)F)cc1N	i
Nc1c(C(=O)CSc2ncn[nH]2)c(=O)[nH]c(=O)n1C1CC1	i
O=C1N/C(=N/N=C/c2ccc(Br)cc2)SC1Cc1ccc(SC(F)F)cc1 (stereo not given)	i
O=C(N=C1N=C2N=CC=CN2Cc2ccccc21)C1CCCCC1	i
CN(Cc1ccc(Cl)c(Cl)c1)Cn1nc(-c2ccco2)oc1=S	i
Nc1ccc(Sc2ccc(Br)cc2)cc1	i
O=[N+]([O-])c1cc(/C=N/N2CCOCC2)ccc1Sc1ncccn1	i
Cc1cc(=O)[nH]c(=O)[nH]1	i
Oc1[nH]c2c(Cl)cc(Cl)cc2c1N=Nc1nc2ccccc2o1	i
CN1/C(=C2/C=NN(C)P2(=O)Nc2ccccc2)C(C)(C)c2ccccc21 (stereo not given)	i
COCCN=C1NN=C(c2cc(C)n(CC3CCCO3)c2C)CS1 (stereo not given)	i
c1ccc(N=c2scc(-c3cccs3)n2N=C2CCCC2)cc1	i
COc1ccc(C(CNC2CC3CC=CC32)N(C)C)cc1OC (stereo not given)	i
O=C(O)c1sc(=S)sc1C(=O)O	i
CCCCCCn1c2ccc(Br)cc2c2nc3ccccc3nc21	i
C/C(=N\n1c(-c2ccc(OC(F)F)cc2)csc1=NC(C)C)c1ccc(-n2ccnc2)cc1	+
C=CCN=CC1=C(O)CCCC1=O	i
CCOC(=O)C1=C(COC(=O)CCc2nc3sc4c(c3c(=O)[nH]2)CCCC4)NC(=O)NC1C (stereo not given)	i
Cc1[nH]nc2nc(C(F)(F)F)cc(C(F)(F)F)c12	i
Cc1ccc2nc(-c3ccc(NS(C)(=O)=O)cc3)sc2c1	i
Nc1nc(=S)n2c(n1)oc1ccccc12	i
OC1(c2ccccc2)CC(=NC2=NN(c3ccccc3)CC2)C=C1c1ccccc1 (stereo not given)	i
O=[N+]([O-])c1cccc(S(=O)(=O)Nc2nc3ccccc3n3nnnc23)c1	i
O=S(=O)(Nc1cc(Cl)ccc1Cl)c1ccc(Cl)cc1	i
CCCCC(CC)C[n+]1c(C)cc(C=C2Sc3ccc4ccccc4c3N2C)cc1C (stereo not given)	i
Clc1ccc(/C=C/c2ccc3ccccc3n2)c(Cl)c1	i
O=S(=O)(Nc1ccc2c(c1)OCO2)c1ccc(Br)cc1Cl	i

New compounds follow.
SMILES	PL biosyn Enam
CN1/C(=C2\C=NN(c3ccccc3)P2(=Nc2ccc([N+](=O)[O-])cc2)c2ccccc2)C(C)(C)c2ccccc21 (stereo not given)	i
CN1C(=O)c2cccc3c(Br)cc(Br)c1c23	i
C(=C\c1nc2ccccc2s1)/c1ccc2c(c1)OCO2	i
Brc1ccc(Sc2ccc(-c3nc(Cc4ccccc4)ns3)nn2)cc1	i
Cc1ccc(/C=c2/s/c(=C\C(=O)C(C)(C)C)n(CC(=O)N3C(C)CCCC3C)c2=O)s1 (stereo not given)	i
Fc1ccc(-n2nc(SCc3coc(-c4cccs4)n3)sc2=S)cc1	i
COc1ccc2c(C)cc(=S)[nH]c2c1	i
O=C1CCN(C(=S)NCc2cccs2)CC1	i
COc1ccc(C2C=C(c3ccc(OC)c(OC)c3)Nc3ncnn32)cc1 (stereo not given)	i
O=[N+]([O-])c1cc(Cl)cc(C=NC23CC4CC(CC(C4)C2)C3)c1O	i
Oc1ccc(N=Nc2nn[nH]n2)c(O)c1	i
Cc1cc(N2CCCC2c2nc3ccccc3s2)n2ncnc2n1 (stereo not given)	i
CC(=O)OC1CCC2(C)C(=CCC3C2CCC2(C)C(C(=O)O)CCC32)C1 (stereo not given)	i
CC(C)(C)C1CCC(OCC(O)CN2CCCC2)CC1 (stereo not given)	i
COc1ccc(NC(=S)NC2CC3CCC2C3)cn1 (stereo not given)	i
FC(F)Oc1ccc(Nc2ncnc3c2oc2ccccc23)cc1	i
COc1ccc2c(-c3ccccc3)cc3nnnn3c2c1	i
C/C(=N\Nc1ccc([N+](=O)[O-])cc1[N+](=O)[O-])C1CCCCC1	i
CCC(/C=N/NC(=O)C(=O)N/N=C/C(CC)CC)CC	i
Cc1cc(/C=N/Nc2ccc(C(F)(F)F)cn2)c(C)n1CC(F)(F)F	i

Some of the entries so far, field by field.
CSc1nnc(SCC(=O)NC(=O)NC2CCCC2)s1
- PL biosyn Enam = i

Cc1ccsc1/C=N/N1CCOCC1
- PL biosyn Enam = i

CCn1c(O)c(C=NCC(=O)NC)c(=O)n(CC)c1=S
- PL biosyn Enam = i

CN1/C(=C\P(=NS(=O)(=O)c2ccc(Cl)cc2)(OC2CCCC2)c2ccccc2)C(C)(C)c2ccccc21 (stereo not given)
- PL biosyn Enam = i

The list goes on.
SMILES	PL biosyn Enam
O=[N+]([O-])c1cccnc1Oc1ccc(F)c(Cl)c1	i
CC1(C)CC2CC(C)(CN2S(=O)(=O)c2ccc(F)cc2F)C1 (stereo not given)	i
COC(=O)C1=C(C)NC(C)=C(C(=O)OC)C1C(=O)OCC(=O)N1CCN(C(C)=O)CC1	i
O=c1cc(CSc2nnc3n2CCCCC3)nc2ccc(Br)cn12	i
O=C(/C=C/c1ccc(I)o1)OCC(=O)c1ccc(Br)s1	i
CN(C)c1ccc(C=NC2=NN(c3ccccc3)CC2)cc1	i
COc1ccc(N2C(=S)N(c3ccc(F)cc3)C3CS(=O)(=O)CC32)cc1 (stereo not given)	i
CN1C(=O)C(=O)N(CN2CCN(S(=O)(=O)c3cccs3)CC2)C1=O	i
Cc1nc(NCC(c2cccs2)N(C)C)c2c3c(sc2n1)CCCC3 (stereo not given)	i
CCCCCN1C(=O)/C(=C\c2sccc2C)SC1=S	i
O=[N+]([O-])c1ccc(N=P(c2ccccc2)(C2CCCC=C2N2CCOCC2)N2CCN(c3ccccc3)CC2)cc1 (stereo not given)	i
CC(C)(C)c1cc(C(C)(C)C)c(N=S=O)c(C(C)(C)C)c1	i
Nc1nc(-c2cccs2)cc(C(F)(F)F)n1	i
c1ccc2c(c1)nc1[nH]nc(SCc3nnc(-c4cc5c(s4)CCCC5)o3)n12	i
O=[N+]([O-])c1ccc2[nH]c(O)c(N=Nc3ccnc4cc(Cl)ccc34)c2c1	i
c1ccc2[nH]c(CCC3CCCCC3)nc2c1	i
CCC(C)n1c(=S)[nH]c2sc3c(c2c1=O)CCCC3 (stereo not given)	i
O=[N+]([O-])c1cc2c(c(CN3c4cccc5cccc(c45)S3(=O)=O)c1)OCOC2	i
Cc1cc(-n2c(C)cc(C(=O)CSc3nnc(NC4CC4)s3)c2C)no1	i
O=S(=O)(Nc1ccc2ccccc2c1)c1ccc2c(c1)OCCO2	i
CCOc1cc(C)c(S(=O)(=O)N2CCCC2)cc1C(C)C	i
O=C(CCN1C(=O)NC2(CCCC2)C1=O)N1CCN(S(=O)(=O)c2ccc(Cl)s2)CC1	i
CC(C)CCNC(=O)NC(=O)CN1C(=O)NC2(CCCCC2)C1=O	i
c1ccc2c(c1)CCN(c1ncnc3sc4c(c13)CCCC4)C2	i
O=c1c2ccccc2[nH]c(=S)n1C1CC1	i
Cn1c(CC(N)=S)nc2ccccc21	i
Cc1cc(N(C(=O)c2cc3c(s2)CCC3)C(=O)c2cc3c(s2)CCC3)no1	i
Cc1ccc(N2N=NC3CCC(C4=CCCC4)C32N2CCOCC2)cc1C (stereo not given)	i
CSc1nn(-c2ccc(C(=O)O)cc2)c(=S)s1	i
c1nc(SC2CCCCC2)c2ccsc2n1	i
Cc1cccn2c(=O)c3cc(C(=O)NCCN(C)C)n(C)c3nc12	i
O=S(=O)(NC1CCCCC1)c1ccc(Cl)cc1	i
CC(Sc1nnc(N)s1)C(=O)c1c(N)n(C)c(=O)n(C)c1=O (stereo not given)	i
CCCN(CCC)[P+](Nc1n[nH]c(=O)[nH]c1=O)(N(C)C)N(CCC)CCC	i
CCC(/C=N/NC(=O)C(N)=O)CC	i
O=[N+]([O-])c1ccccc1S(=O)(=O)N=C1C=CC(=NS(=O)(=O)c2ccccc2[N+](=O)[O-])C(Cl)=C1	i
CCc1nnc(NC(=O)CCCN2C(=O)NC(C)(C)C2=O)s1	i
O=C(CN(CCCN1CCCC1=O)CC(=O)NC12CC3CC(CC(C3)C1)C2)NC12CC3CC(CC(C3)C1)C2	i
Cn1c(N)c(C(=O)COC(=O)C23CC4CC(CC(Br)(C4)C2)C3)c(=O)n(C)c1=O	i
NC(=O)NCC(=O)N1CCCC1c1cccs1 (stereo not given)	i
Cc1cc(Cl)c(Cl)cc1S(=O)(=O)NC1CC(C)(C)NC(C)(C)C1	i
Cc1sc2nc(C(C)Sc3nnc(Cc4cccs4)n3C3CC3)[nH]c(=O)c2c1C (stereo not given)	i
CC(C)CC(=O)NC(N1CCCCC1)C(Cl)(Cl)Cl (stereo not given)	i
O=c1c(Oc2ccc(F)cc2)coc2cc(O)ccc12	i
C/C(=N\N=c1/sc2ccccc2n1C)c1cccc(C(F)(F)F)c1	i
Brc1ccc(SCc2nc(N3CCOCC3)c3c4c(sc3n2)CCCC4)cc1	i
O=[N+]([O-])c1ccc2c(c1)SC1=NS(=O)(=O)CCN12	i
Cc1sc2nc(CN3CCOCC3)nc(Sc3nnc(C4CC4)o3)c2c1C	i
Nc1nc2c(s1)CCCC2	i
O=S(=O)(NNc1c(F)c(F)c(F)c(F)c1F)c1ccc(Cl)cc1	i
O=C1CSc2ccc(SC(F)(F)F)cc2N1	i
O=c1[nH]c(=O)n(C2CCCO2)cc1F (stereo not given)	i
Cc1cc(-c2csc(N)n2)c(C)n1CCc1cccs1	i
COC(=O)c1c(N)sc(C)c1C	i
Clc1ccc(/C=C/c2ccc3ccccc3n2)cc1Cl	i
O=S(=O)(Nc1cc(Cl)ccc1F)c1cc(Cl)ccc1Cl	i
CC1CCCC(C)N1Cn1nc2c(Cl)cc(Cl)cn2c1=S (stereo not given)	i
Fc1cnc(N2CCN(c3ccccc3)CC2)nc1N1CCN(c2ccccc2)CC1	i
FC(F)(F)C(=NC1(C(F)(F)F)Oc2ccccc2O1)Oc1ccc2ccccc2c1	i
COc1ccc(-c2noc(CSc3ncccn3)n2)cc1OC	i
S=C(NCc1ccco1)NC1CCSc2ccccc21 (stereo not given)	i

Of the compounds above, six contain a furan ring, fused or not.
SMILES	PL biosyn Enam
CN=c1scc(-c2cc3ccccc3o2)n1/N=C/c1c(OC)ccc2ccccc12	i
O=C(CC(=O)N/N=C/c1ccc(Br)o1)N/N=C/c1ccc(Br)o1	i
CN(Cc1ccc(Cl)c(Cl)c1)Cn1nc(-c2ccco2)oc1=S	i
FC(F)Oc1ccc(Nc2ncnc3c2oc2ccccc23)cc1	i
O=C(/C=C/c1ccc(I)o1)OCC(=O)c1ccc(Br)s1	i
S=C(NCc1ccco1)NC1CCSc2ccccc21 (stereo not given)	i

Retrieved by compound from the entries so far, two records:
SMILES	PL biosyn Enam
COC(=O)c1c(N)sc(C)c1C	i
Fc1cnc(N2CCN(c3ccccc3)CC2)nc1N1CCN(c2ccccc2)CC1	i

Bioassay records (PubChem)

This is a subset (hit frequency here may not be typical).
